Sm TGR block = blocks Schistosoma mansoni thioredoxin glutathione reductase; AID 485364; Q962Y6; purified TGR, DTNB reduction, TNB absorbance 405 nm; Potency, µM (doses to about 114 µM), without a hit: at the top dose activity change, negative = inhibition, actives largely listed as inhibitors; 360,000 tested, 3% active; also: potency is read from the fitted curve at half-maximal effect; nearly all actives have a fitted effect of over 60% in size
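TGR 20 nM + NADPH 100 uM (dispensed conc.), cpd preinc 15 min RT; start with NADPH (500 uM addition) then DTNB (15 mM addition). Kinetic TNB absorbance, 405 nm filter. Four-parameter Hill fit across titration.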
HCV inh = inhibitors of hepatitis C virus infection; Huh7.5.1 HCVcc-Cre infection, luciferase reporter, 44 h; 340,000 tested, 3.4% active; Potency, µM (top dose mostly 41.8 µM), for the others: top-dose activity change, negative = inhibition, hits mostly inhibitors; also: potency is read from the fitted curve at half-maximal effect
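After 44 h co-culture of compound, cells and HCVcc-Cre (~0.5 moi), substrate is added for 15 min at room temperature and luciferase measured over 15 sec. Cells were seeded at 1,000/well and pre-cultured 4 h.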
AmpC inh detg = inhibitors of E. coli AmpC beta-lactamase with detergent | P00811 | AmpC hydrolysis of nitrocefin, absorbance 480 nm, 0.01% Triton | Potency, µM (series often up to 114 µM), inactives show at the highest dose activity change, negative = inhibition, most hits filed as inhibitors | 370,000 tested, 0.041% active | AID 485294;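 also: potency is read from the fitted curve at half-maximal effect; 0% = no-compound wells and -100% = no-enzyme wells; nearly all actives have a fitted effect of over 25% in size; some results filed as inactive show a strong effect at the top dose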
Target sequence (P00811 whole entry, looked up): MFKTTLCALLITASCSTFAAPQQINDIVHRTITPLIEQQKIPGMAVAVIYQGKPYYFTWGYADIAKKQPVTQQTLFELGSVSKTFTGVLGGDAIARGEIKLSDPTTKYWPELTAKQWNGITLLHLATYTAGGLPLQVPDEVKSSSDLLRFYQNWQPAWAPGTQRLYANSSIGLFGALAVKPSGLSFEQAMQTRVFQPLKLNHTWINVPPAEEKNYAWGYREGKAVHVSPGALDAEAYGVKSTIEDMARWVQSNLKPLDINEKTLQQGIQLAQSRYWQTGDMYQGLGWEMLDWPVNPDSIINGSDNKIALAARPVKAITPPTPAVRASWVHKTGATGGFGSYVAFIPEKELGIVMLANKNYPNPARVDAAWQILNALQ
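AmpC (5.3 nM in the dispensed reagent) in 20 mM phosphate pH 7.0 with 0.01% (detergent screen) or 0.0001% Triton X-100 was preincubated with compounds for 15 min at room temperature. Nitrocefin was then added from an 800 uM solution, and hydrolysis was followed at 480 nm.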
AmpC no deterg = AmpC beta-lactamase inhibition without detergent. P00811. AmpC nitrocefin hydrolysis, absorbance 480 nm, 0.0001% Triton. Potency, µM (highest dose often 57.1 µM), without a hit: at the highest dose activity change, negative = inhibition, hits mostly inhibitors. 330,000 tested, 0.52% active. AID 485341;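 also: potency is read from the fitted curve at half-maximal effect; plate controls were no compound for no effect and no enzyme for full effect; nearly all actives have a fitted effect of over 20% in size; some results filed as inactive show a strong effect at the top dose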
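20 mM phosphate pH 7.0 + 0.01% (detergent screen) or 0.0001% Triton X-100; 5.3 nM AmpC reagent; cpd preinc 15 min RT; nitrocefin (800 uM stock) to start; A480 q20 s × 4 min; Activity was normalised to no-enzyme and no-compound control wells.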
HCMV inh = inhibitors of human cytomegalovirus | HFF cells, HCMV-luciferase reporter, 72 h; hits give low values | activity change, negative = inhibition, % at 57.5 µM | 410,000 tested, 4.5% active | AID 1259415; in the data active = activity change below about -60%; inconclusive = no clear call, values can overlap the other calls; inactive = above about -39%
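Cell-based, HFFs, 1000 cells/well, 16 h 37C; cpds in DMSO + HCMV-luc, MOI 1 PFU/cell; 72 h 37C; OneGlo luminescence after 5 min RT; norm. to buffer vs Salinomycin 10uM.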
FBPA Giardia inh = Giardia lamblia aldolase inhibition; A8B2U2; 290,000 tested, 0.71% active; AID 2451; Potency, µM (titrated, usually from 59.6 µM), inactives show at the highest dose activity, negative = inhibition, hits mostly inhibitors; purified Giardia FBPA; also: potency is read from the fitted curve at half-maximal effect; nearly all actives have a fitted effect of over 55% in size
Target sequence (A8B2U2 whole entry, looked up): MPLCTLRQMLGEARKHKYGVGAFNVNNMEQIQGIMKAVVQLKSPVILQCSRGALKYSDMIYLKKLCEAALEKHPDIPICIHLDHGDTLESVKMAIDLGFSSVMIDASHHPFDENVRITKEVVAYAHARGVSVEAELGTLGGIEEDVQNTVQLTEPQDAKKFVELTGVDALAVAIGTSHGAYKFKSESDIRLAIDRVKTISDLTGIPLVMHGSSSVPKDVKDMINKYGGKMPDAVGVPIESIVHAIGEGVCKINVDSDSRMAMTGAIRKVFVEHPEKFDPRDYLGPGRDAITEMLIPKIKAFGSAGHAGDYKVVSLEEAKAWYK
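40 nM FBPA preincubated 10 min at RT with compound (up to 57.5 uM final), then substrate plus GAPDH/TPI/NAD/arsenate coupling and diaphorase/resazurin added. Fluorescence read after 20 min at RT, 525/598 nm.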
An asterisk follows results filed as active; ? = inconclusive; . = not tested or not shown; & = joins results of further samples; [ ] = another dose, or the depositor's remark. Unless noted, calls follow the shape of the dose curve; as a rule, active = well fitted curve in the direction sought with a large enough effect; inconclusive = small, poorly fitted or top-dose-only effect, or another doubt; inactive = no such curve, though single readings can be large; an effect the other way counts as inactive or inconclusive. Unless noted, % is scaled to controls: 0 for no effect and ±100 for the full control effect.

SMILES	Sm TGR block	HCV inh	AmpC inh detg	AmpC no deterg	HCMV inh	FBPA Giardia inh
Cc1cc(C)nc(N2CCCC(C(=O)Nc3nnc(C(C)C)s3)C2)n1 (configuration not stated)	-4%	8%	?	3%	-23	8%
O=C(CCC(=O)Nc1ccccc1Cl)NNC(=O)c1ccccc1[N+](=O)[O-]	-8%	?	-9%	-22%	-31	1%
COc1ccc(NC2CCCN(C(=O)c3cccc(N(C)C)c3)C2)cc1 (configuration not stated)	1%	-9%	-3%	-8%	2	-5%
COc1ccccc1N1CCN(C(=O)COc2ccccc2C#N)CC1	0%	.	0%	.	5	.
Cc1cc(C(=O)N/N=C/c2c(CO)cnc(C)c2O)c2ccccc2n1	5%	?	3%	-9%	-1	.
Cc1[nH]c2ccccc2c1[C@H]1[C@@H](CC#N)C1(C)C	0%	6%	4%	-14%	-30	?
O=C(CN1C(=O)c2ccccc2C1=O)N1CCN(c2nnc(-c3ccccc3)c3ccccc23)CC1	2%	18%&-2%	-13%	-28%	-15	8%
CCCCc1nc(NCCO)c(C#N)c2c1CCCC2	-3%	?	4%	25%	-22	7%
CCN1CCN(c2ccc(S(=O)(=O)N3CCOCC3)cc2NC(=O)c2ccccc2SC)CC1	4%	-11%	?	74%[activator]	16	.
CN1CCN(C(=O)C(=O)Nc2c3c(nn2-c2ccc(Cl)cc2)CSC3)CC1	-6%	.	0%	.	-6	.
CCS(=O)(=O)Nc1ccc(C2=NN(S(C)(=O)=O)C(c3cccs3)C2)cc1 (configuration not stated)	-10%	-18%	-11%	-19%	56	6%
C=CCN(c1ccc(C(=O)NC(C)C)cc1)S(C)(=O)=O	-31%	3%	-12%	-7%	41	-1%
CN1CCN(C(=O)Nc2cccc3ccccc23)CC1	0%	-25%	-16%	-11%	20	-8%
CC(=O)N1CCN(S(=O)(=O)c2ccc(C)cc2)C1C(C)C (configuration not stated)	2%	17%	-7%	-6%	1	13%
CN(C)c1ccc(C(=O)NCc2ccc3c(c2)OCO3)cc1	-10%	-1%	?	-17%	52	-2%
C[N+]1(C)C2CCC1CC(OC(=O)C(CO)c1ccccc1)C2 (configuration not stated)	-10%	18%	?	-20%	19	-2%&-4%&5%
COc1cc([N+](=O)[O-])ccc1NC(=O)/C=C\C(=O)O	0%	7%	-6%	-6%	24	16%
COc1ccc(N2CCN(C3CCCN(Cc4ccc(F)c(F)c4)C3)CC2)cc1 (configuration not stated)	7%	?	-13%	28%	23	5%
CCCCNC(=S)Nc1ccc(F)cc1	-3%	4%	?	28%	-21	3%
COc1ccc(-n2c(C)c(C(C)=O)c3cc(OC(C)=O)ccc32)cc1	6%	?	-14%	-13%	-80*	8%
Nc1nc(NC(=O)c2cccc(S(=O)(=O)N3CCCCCC3)c2)nc(-c2ccccc2)n1	-30%	-2%	-4%	-28%	-15	0%
Cn1nnnc1SCC(=O)Nc1ccc(Oc2ccc(Cl)cc2)cc1	-10%	?	-6%	-45%	19	4%
Cc1nn(Cc2ccccc2)c(C)c1NC(=O)c1cc(-c2ccco2)on1	-24%	-30%	-10%	-8%	1	0%
CN(CC(=O)Nc1ccccc1F)S(=O)(=O)c1ccc2c(c1)n(C)c(=O)c(=O)n2C	7%	12%	-8%	-3%	-28	2%

An excerpt from above in order of molar mass, highest first:
SMILES	Sm TGR block	HCV inh	AmpC inh detg	AmpC no deterg	HCMV inh	FBPA Giardia inh
Nc1nc(NC(=O)c2cccc(S(=O)(=O)N3CCCCCC3)c2)nc(-c2ccccc2)n1	-30%	-2%	-4%	-28%	-15	0%
CN(CC(=O)Nc1ccccc1F)S(=O)(=O)c1ccc2c(c1)n(C)c(=O)c(=O)n2C	7%	12%	-8%	-3%	-28	2%
CCS(=O)(=O)Nc1ccc(C2=NN(S(C)(=O)=O)C(c3cccs3)C2)cc1 (configuration not stated)	-10%	-18%	-11%	-19%	56	6%
CN1CCN(C(=O)C(=O)Nc2c3c(nn2-c2ccc(Cl)cc2)CSC3)CC1	-6%	.	0%	.	-6	.
COc1ccc(N2CCN(C3CCCN(Cc4ccc(F)c(F)c4)C3)CC2)cc1 (configuration not stated)	7%	?	-13%	28%	23	5%
Cn1nnnc1SCC(=O)Nc1ccc(Oc2ccc(Cl)cc2)cc1	-10%	?	-6%	-45%	19	4%
Cc1nn(Cc2ccccc2)c(C)c1NC(=O)c1cc(-c2ccco2)on1	-24%	-30%	-10%	-8%	1	0%
CC(=O)N1CCN(S(=O)(=O)c2ccc(C)cc2)C1C(C)C (configuration not stated)	2%	17%	-7%	-6%	1	13%
CN(C)c1ccc(C(=O)NCc2ccc3c(c2)OCO3)cc1	-10%	-1%	?	-17%	52	-2%
C=CCN(c1ccc(C(=O)NC(C)C)cc1)S(C)(=O)=O	-31%	3%	-12%	-7%	41	-1%
CN1CCN(C(=O)Nc2cccc3ccccc23)CC1	0%	-25%	-16%	-11%	20	-8%
COc1cc([N+](=O)[O-])ccc1NC(=O)/C=C\C(=O)O	0%	7%	-6%	-6%	24	16%
CCCCNC(=S)Nc1ccc(F)cc1	-3%	4%	?	28%	-21	3%

(listing goes on)
SMILES	Sm TGR block	HCV inh	AmpC inh detg	AmpC no deterg	HCMV inh	FBPA Giardia inh
O=c1c2ccc([N+](=O)[O-])cc2ncn1CCOc1cccc(Br)c1	-13%	-21%	-6%	-32%	16	-4%
COc1ccc(N(CC(=O)N2CCN(c3ccccc3)CC2)S(=O)(=O)c2c(C)noc2C)cc1	5%	-12%	?	95%[activator]	-26	-4%
Cc1cc(C)nc(SCC(=O)N/N=C/c2ccc3c(c2)OCO3)n1	-3%	.	0%	-2%	19	.
COc1ccc(CCC(=O)N2CCN(C(=O)c3ccccc3)CC2)cc1	?	10%	-5%	2%	-8	6%
COc1ccc(CN2C(=O)c3cccnc3C2O)cc1 (configuration not stated)	-4%	5%	-8%	-13%	0	?
CCN(CC)S(=O)(=O)c1ccc(OC)c(NC(=O)C2CC(=O)N(c3ccc4c(c3)OCCO4)C2)c1 (configuration not stated)	-18%	-11%	-6%	98%[activator]	-34	.
Cc1cc(C)nc(NS(=O)(=O)c2ccc(NC(=O)COc3ccc(C(C)(C)C)cc3)cc2)n1	8%	.	-3%	.	8	.
CC(C)(C)OC(=O)NCCCCCNC(=O)c1nc[nH]c1C(=O)NCc1ccc(CNC(=O)OC(C)(C)C)cc1	.	8.9µM*	.	137%[activator]	-95*	.
CCc1nn2c(=O)c(S(=O)(=O)Nc3ccc(OC)c(Cl)c3)c(C)nc2s1	-9%	.	-7%	.	-14	.
CC(C)(C)C(=O)Cn1ncc(Cl)c(Cl)c1=O	40µM*	?	4%	0%	-100*	4%
O=C(CSc1nc(NS(=O)(=O)c2ccccc2)cc(=O)[nH]1)Nc1cccc(C(F)(F)F)c1	-1%	-22%	-9%	-52%	2	-16%
CCN(CC)S(=O)(=O)c1cccc(C(=O)NCC2CCCO2)c1 (configuration not stated)	0%	11%	-3%	-14%	-9	4%
O=C(Nc1ccc(OC(F)(F)F)cc1)N1CCN(c2ccnc3cc(Cl)ccc23)CC1	-10%	11µM*	2%	-16%	-85*	0%
CC(NC(=O)COC(=O)c1ccc(N2CCCC2=O)cc1)c1ccc(F)cc1 (configuration not stated)	.	-4%	.	-2%	-9	.
O=C(Nc1cccc(-n2cccn2)c1)C1CCCN(Cc2ccc(C#CCCO)cc2)C1 (configuration not stated)	-20%	?	-1%	49%	-26	.
CCCCN(CC)C(=O)Cn1nc(Cc2ccncc2)c2ccccc2c1=O	0%	3%	-1%	10%	-32	7%
Cc1ccc(-c2nn(-c3ccccc3)cc2C2CC(c3cccs3)=NN2C(=O)CCCC(=O)O)cc1 (configuration not stated)	-9%	21%	4%	-16%	-25	8%
CCn1c(=O)n(CC)c2cc(S(=O)(=O)N3CCc4ccccc43)ccc21	2%	13µM*	1%	128%[activator]	-92*	?
O=S(=O)(Cc1ccc(Cl)cc1)c1ncc(CO)n1Cc1ccccc1	-4%	-10%	3%	3%	?	-5%
CCn1c(SCC(=O)NC2CCCCC2)nnc1C(C)NC(=O)c1ccccc1F (configuration not stated)	0%	14%	-6%	17%	-8	1%
COc1ccc(S(=O)(=O)N2CCOC2CNC(=O)C(=O)NCCCn2ccnc2)cc1OC (configuration not stated)	-1%	-23%[8.37 µM]	-8%	-17%	3	1%
CC(C)(C)OC(=O)C[C@@H]1C/C=C\C[C@@H](CC(=O)N(CCO)Cc2ccccc2)C(=O)N[C@H](C(C)(C)C)COC1=O	.	-14%	.	221%[activator]	14	.
C/C(=N\Nc1ccccc1)c1cc2ccccc2oc1=O	-10%	-8%	0%	-2%	-10	1%
Cc1nc2ccc(NC(=O)NC(=O)c3c(Cl)cccc3Cl)cc2o1	-6%	8%	-4%	-26%	28	-16%
COc1ccccc1NC(=O)C1CCN(C(=O)C2CC(=O)N(c3ccc(C)cc3)C2)CC1 (configuration not stated)	-10%	-6%	0%	70%[activator]	-22	.
COc1ccccc1CNC(=O)c1cc2c(=O)[nH]c3ccccc3c2n1C	-7%	.	10%	-27%	6	-17%
Cc1nnc(SCC(=O)N2CCOCC2)n1C	-2%	16%	?	-9%	4	-1%
CC1=C(C(N)=O)C(c2ccccc2F)n2nc(CCCO)nc2N1 (configuration not stated)	-11%	17%	-8%	-17%	.	4%

Bioassay records: PubChem BioAssay, National Center for Advancing Translational Sciences (NCATS)
